# 12-LOX inh = blocks human arachidonate 12S-lipoxygenase; P18054; purified 12hLO, xylenol orange hydroperoxide absorbance; Potency, µM (titrated, usually from 108 µM), for inactives: at the top dose activity change, negative = inhibition, actives largely listed as inhibitors; 580,000 tested, 1.1% active; active means well fitted inhibition curve with a large enough effect; inconclusive means small, poorly fitted or top-dose-only effect, or another doubt; inactive means no such curve, though single readings can be large or run the other way
# Target sequence (P18054 whole entry, looked up): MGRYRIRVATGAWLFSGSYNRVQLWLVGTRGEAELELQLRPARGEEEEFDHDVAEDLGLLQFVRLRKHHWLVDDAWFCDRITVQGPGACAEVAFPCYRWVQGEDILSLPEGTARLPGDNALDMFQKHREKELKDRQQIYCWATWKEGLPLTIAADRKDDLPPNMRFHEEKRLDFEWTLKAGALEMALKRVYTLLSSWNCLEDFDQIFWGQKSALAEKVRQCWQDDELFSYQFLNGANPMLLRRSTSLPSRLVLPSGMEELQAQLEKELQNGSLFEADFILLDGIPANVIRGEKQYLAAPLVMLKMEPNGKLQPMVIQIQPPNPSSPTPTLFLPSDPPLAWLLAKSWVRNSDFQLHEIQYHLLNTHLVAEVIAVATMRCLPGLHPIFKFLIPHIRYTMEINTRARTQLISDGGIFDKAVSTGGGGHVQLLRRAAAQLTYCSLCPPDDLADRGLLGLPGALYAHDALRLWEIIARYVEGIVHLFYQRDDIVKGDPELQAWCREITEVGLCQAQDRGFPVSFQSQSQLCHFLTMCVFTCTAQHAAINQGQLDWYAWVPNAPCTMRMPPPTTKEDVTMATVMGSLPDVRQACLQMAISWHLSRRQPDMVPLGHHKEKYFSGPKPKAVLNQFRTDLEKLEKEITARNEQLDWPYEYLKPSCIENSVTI
#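 Purified human 12hLO at 150 nM in 25 mM Hepes, 0.01% Triton X-100, pH 7.0, preincubated 15 min at room temperature with compound. Reaction started with 40 uM arachidonic acid, 30 min at room temperature. Hydroperoxide measured by Fe-xylenol orange, 573/405 nm absorbance ratio.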
# * marks the source's active call; other numbers are inactive results; ? = inconclusive; [ ] = remark or other dose. On the % scale 0 is the no-effect control and ±100 the full control effect; potency means the concentration at half of the fitted maximal effect. Some of the compounds tested; rates above refer to the full screens.
SMILES,12-LOX inh
O=C1NC2(CCCN(Cc3ccsc3)C2)COc2ccccc21 (stereo not drawn),23.7%[176 µM]
CN1CCN(C(=O)c2cc(COc3ccc(F)cc3F)on2)CC1c1ccccc1 (stereo not drawn),10.6%
CC(C)NC(=O)Nc1ccc([C@H]2OCC(=O)N(CC(=O)N(C)C)[C@@H]2CO)cc1,-0.9%[176 µM]
CC(C)C(NC(=O)c1ccc([N+](=O)[O-])cc1)C(C)C,-23.6%
CN1[C@@H](CCC(=O)N2CCC(O)CC2)CNC(=O)[C@@H]2[C@H]1CCN2Cc1ncc[nH]1,62.3%[activator][176 µM]
COCCn1c(C)nnc1-c1cc(-c2ccc(OC)c(OC)c2)ccn1,-7.9%[176 µM]
CC(C)c1noc(-c2cccn3c(CNC(=O)c4c(F)cccc4Cl)nnc23)n1,9.1%
CC(=O)c1ccc(N2CCN(CC(=O)Nc3ccnn3Cc3cccc(Cl)c3)CC2)c(F)c1,36.8%[activator]
COc1ccc(CNC(=O)Cn2nc(C)c3sc(-c4ccccc4)nc3c2=O)cc1,-2.8%
COc1ccc(NS(=O)(=O)c2cc(-c3n[nH]c(=O)c4ccccc34)ccc2C)cc1,?
Cc1ccc2nc(C(=O)N(C)Cc3cc(-c4cccnc4)no3)cn2c1,69.0%[activator]
CN(C)c1ccc(-c2nnc([C@H]3CCN(c4nccc(C(F)(F)F)n4)C3)o2)cc1,16.0%[176 µM]
COc1cc(OC)c(OC)cc1/C=C(/C#N)c1nc2ccccc2[nH]1,11.2%
Cc1ccc2[nH]c(-c3cscn3)c([N+](=O)[O-])c2c1,-3.3%
COc1ccc(C2(C(=O)NCc3ccsc3)CCOCC2)cc1,-4.6%[6.33 µM]
COc1cc(C(=O)N2CCC(C(=O)Nc3ccccc3)CC2)ccc1OCc1c(C)noc1C,-47.7%
COc1cccc(C(CC(=O)NCC(C)C)c2c[nH]c3ccccc23)c1 (stereo not drawn),8.2%
O=C1CCC2(CNC(=O)c3cc(F)ccc3F)CCC=C2N1 (stereo not drawn),30.3%
Cc1nc2nc(CC(=O)Nc3ccccc3F)nn2c(C)c1Cc1ccc(Cl)cc1,-25.5%
COc1ccc(CN2CCOc3ccc(C(=O)NCc4ccccc4F)cc3C2)c(OC)c1,0.7%
c1ccc(CN2CCC(Cc3nncn3-c3ccccc3)C2)cc1 (stereo not drawn),48.5%[activator]
Cc1ccc(CC(=O)Nc2cccc(-c3nnc4n3CCCC4)c2)cc1,39.9%[activator]
O=C(NC1CCc2nnc(C3CC3)n2CC1)c1cc(C2CC2)[nH]n1 (stereo not drawn),43.8%[activator]
N#CC1=C(N)Oc2nc(SCc3ccccc3Cl)nc(N)c2C1c1cccc(F)c1 (stereo not drawn),?
O=C(/C=C/c1ccccc1)OCCCc1ccccc1,16.1%

# The list goes on.
SMILES,12-LOX inh
COc1cccc(OC)c1C(=O)Oc1ccc2c(c1)O/C(=C\c1sccc1C)C2=O,3.6%
Cc1ccc(NC(=O)CSc2nnc3n(CC(C)C)c(=O)c4cc(F)ccc4n23)c(C)c1,?
O=C(NCC1CCN(Cc2cccc(F)c2)CC1)C1CCN(c2cn[nH]c(=O)c2)C1 (stereo not drawn),45.0%[activator]
Cc1ccccc1C(=O)N[C@@H]1CN(C)C[C@H]1CN(C)C,57.8%[activator]
COc1ccc(CN2CCOC[C@H]2c2ncc(-c3cccc(F)c3)[nH]2)cc1,19.2%[176 µM]
Cc1ccc(-c2noc3ncnc(NC4CCCC4)c23)cc1,6.7%
Cc1oc2cc(OC(=O)C(C)(C)C)ccc2c(=O)c1-c1ccccc1,?
OCCN(CCO)CC(O)COc1cccc2ccccc12 (stereo not drawn),2.4%
CCC(C)NC(=O)C1COC2(CCN(C(=O)c3cccc(OC)c3)CC2)N1C(=O)c1ccccc1 (stereo not drawn),72.9%[activator]
CCc1c(C)sc(NC(=O)c2ccncc2)c1C#N,0.0%
O=C(c1ccccn1)N(Cc1cccs1)C1CC1,?
CSCc1nnc2c3ccccc3c(-c3ccc(C)c(S(=O)(=O)N(C)CCO)c3)nn12,12.8%
CCN(CC)C(=O)[C@@H]1CCC[C@@H](NC(=O)c2cc(C)n(C)n2)CN(C)C(=O)C1,82.6%[activator][176 µM]
O=C(NCc1cccs1)c1ccc2c(c1)n(Cc1cccc(F)c1)c(=O)c1ccnn12,?
C[C@H]1COc2cccc(N3CCSCC3)c2S(=O)(=O)N1C,4.2%
COc1ccc2c(C)c(CCC(=O)Nc3ccc(OC)c(OC)c3)c(=O)oc2c1,0.0%
COC(=O)c1ccccc1NC(=O)O[C@@H]1CO[C@H]2[C@@H]1OC[C@@H]2Nc1nccc(-c2ccc3c(c2)OCO3)n1,18.0%
CS(=O)(=O)Nc1cccc(-c2nc(NCCN3CCOCC3)c3ccccc3n2)c1,-23.8%
CN1C(=O)CC(c2ccc(Cl)cc2)C2=C1CC(C)(C)CC2=O (stereo not drawn),22.5%
COc1cccc(-c2cc3c(=O)n(CCNC(=O)COc4ccc(F)cc4)ccn3n2)c1,29.0%
COCCNS(=O)(=O)c1ccc2c(c1)CN(C(=O)Cn1cncn1)CC2,34.2%[activator]
COCCNc1nc(N)nc2c1CCN(C(=O)c1cscn1)CC2,68.9%[activator]
O=C1NC2(Cc3ccccc31)CN(C(=O)c1cccc3c1OC(F)(F)O3)C2,1.0%[6.33 µM]
O=C(COc1ccccc1Cl)Nc1nc(-c2ccc(Br)o2)ns1,-8.9%
N#Cc1ccc(C(=O)N2CCC(c3n[nH]c(=O)n3-c3ccccc3)CC2)cc1,?

# Following part.
SMILES,12-LOX inh
O=C(NCC1CN(CC2CC2)CC12CN(c1ccccc1)C2)Nc1ccccc1 (stereo not drawn),12.7%[176 µM]
COc1ccc(C(=O)N2CC(C(=O)NCCc3ccccc3)CC(c3ccccc3)C2)cc1OC (stereo not drawn),-12.5%
CN(C)C(=O)Cc1ccccc1,-1.3%
O=c1oc2cc(O)ccc2cc1-c1nnc(Nc2cccc(Cl)c2)s1,-5.9%
Cc1ccc(C)c(S(=O)(=O)N2CCN(C(=O)c3cc4ccc(F)cc4nc3C)CC2)c1,25.1%
Nc1nc(-c2ccc(Cl)cc2)nn1C(=O)c1ccc(F)cc1,-14.2%
COc1ccc(-c2nnc(C[C@@H]3C[C@@H](C(C)C)[C@H](CNCc4ccncc4)C=C3C)o2)cc1,18.5%
COC(=O)CNC(=O)N1CCCC1c1nc(CCOCC2CC2)no1 (stereo not drawn),-4.0%
CCCCn1nc(C(=O)NCc2ccc(Cl)cc2)c2ccccc2c1=O,-6.5%
Cc1ccc(CC(=O)N2CCC(CC(=O)NCc3ccccc3)C2)cc1 (stereo not drawn),24.8%
CN1CCCCCC(O)c2cc(C(=O)N3CCc4ccccc43)ccc21 (stereo not drawn),67.3%[activator]
CCC(C)[C@H](NC(=O)Nc1ccc2oc(-c3cccnc3)nc2c1)C(=O)OC (stereo partly drawn),-23.6%
N#Cc1cccc(OCC(=O)c2ccc3c(c2)CCC3)c1,-1.7%
CCCc1nc2ccccc2c(C(=O)OC(C)C(=O)NC(N)=O)c1CC (stereo not drawn),-8.0%
COc1ccc(-n2nc(C)c([C@@H]3C=C[C@@H](NCc4cccc(Cl)c4)C3)c2C)cc1,-24.7%[176 µM]
Cn1nc(C(=O)N2CCCCC2)c2c1-c1ccsc1CC2,-15.5%
COC(=O)C(C)Sc1nnc(Nc2ccccc2F)s1 (stereo not drawn),?
COc1ccc(OC)c(NC(=O)N2CCCN(C)c3ccccc32)c1,23.9%
Cc1ccc2c(COC(=O)C3CCC(C(C)(C)C)CC3)cc(=O)oc2c1C (stereo not drawn),16.3%
CCOc1cc(/C=N/O)c(Br)cc1OCC(N)=O,74.2%[activator]
OCCC1CN(Cc2cc3c(cc2Cl)OCO3)CCN1Cc1ccccc1F (stereo not drawn),39.0%[activator]
O=C(COC(=O)c1cc(-c2ccc(F)cc2)nc2ccccc12)NC1CC1,-9.8%
CCN(CC)c1ccc(NC(=S)NC(C)C)cc1,?
CCCn1c(=O)n(CC(=O)Nc2ccccc2OC)c(=O)c2c1nc(C)n2CCOC,20.7%
CN(C)C(=O)C1CCN(c2oc(-c3ccco3)nc2C#N)CC1,2.8%

# Of the compounds above, seven contain a thiophene ring, fused or not.
SMILES,12-LOX inh
O=C1NC2(CCCN(Cc3ccsc3)C2)COc2ccccc21 (stereo not drawn),23.7%[176 µM]
COc1ccc(C2(C(=O)NCc3ccsc3)CCOCC2)cc1,-4.6%[6.33 µM]
COc1cccc(OC)c1C(=O)Oc1ccc2c(c1)O/C(=C\c1sccc1C)C2=O,3.6%
CCc1c(C)sc(NC(=O)c2ccncc2)c1C#N,0.0%
O=C(c1ccccn1)N(Cc1cccs1)C1CC1,?
O=C(NCc1cccs1)c1ccc2c(c1)n(Cc1cccc(F)c1)c(=O)c1ccnn12,?
Cn1nc(C(=O)N2CCCCC2)c2c1-c1ccsc1CC2,-15.5%

# Remaining list, next part.
SMILES,12-LOX inh
O=C(CCCc1ccccc1)N1CCC(c2nc(C3CCOCC3)no2)C1 (stereo not drawn),33.9%
Cc1cc(C)cc(C(=O)OCCCN(C)C2CN(Cc3cn(Cc4ccccc4F)nn3)S(=O)(=O)C2)c1 (stereo not drawn),0.0%
CC(C)CCNCCCCCN,-28.2%
CNC(=O)[C@@H]1C[C@H](n2cc(CNC(=O)c3ccccc3OC)nn2)CN1,-0.4%
COC[C@@H](N)C(=O)N1C[C@@H]2C[C@H]1C(=O)N2c1cc(-c2ccccc2)ccc1OC,60.0%[activator]
COc1ccc(-c2noc([C@@H]3Cc4nc[nH]c4CN3Cc3ccccc3)n2)cc1,64.8%[activator][176 µM]
Cc1ccsc1C(=O)N(Cc1ccccn1)C1CC1,27.8%
COCC(=O)N[C@@H]1CN(Cc2ccc3cc[nH]c3c2)CC[C@@H]1CO,-1.6%
FC(F)(F)c1cccc(-c2cn[nH]c2C2CCCN(Cc3cccn3-c3ccccn3)C2)c1 (stereo not drawn),-3.0%
CC(C)CN(CC1CN(C(=O)COc2ccccc2)CCO1)C(=O)c1ccc(F)cc1 (stereo not drawn),-2.8%
Cc1ccc(-c2cc(N3CCCN(C(=O)c4ccc5c(c4)OCO5)CC3)n[nH]2)cc1C,-6.4%
CCN(Cc1ccncc1)C(=O)CC1=C2CCCCC2N(C)C1=O (stereo not drawn),14.9%
CC(C)(C)OC(=O)COc1ccc2cc(-c3nc4ccccc4s3)c(=O)oc2c1,96.0%
CCC(C)NCCC(c1ccccc1)c1ccc(C)c(C)c1O (stereo not drawn),-23.7%
O=C(NCc1nc2ccccc2[nH]1)c1cc(-c2cccs2)nc2ccccc12,?
O=C(COC(=O)CNC(=O)c1ccc2ccccc2c1)Nc1ncc(Cl)cc1Cl,?
Cc1ccc(C(=O)/C=C\N(C)C)cc1C,?
O=C(C1COc2cc(S(=O)(=O)Nc3ccc(F)cc3)ccc2O1)N1CCCCC1 (stereo not drawn),-1.6%
O=C(N1CCCC(Nc2ccc(F)cc2)C1)C12CC3CC(CC(C3)C1)C2 (stereo not drawn),47.7%[activator]
CCOc1cccc(CNC(=O)[C@@]23CCCC[C@H]2N(C)C(=O)CC3)c1,45.4%[activator]
CCCNC(=S)Nc1cccc(C)c1,-18.8%
CCC(NC(=O)Cn1c(=O)c2c(ncn2C)n(C)c1=O)c1ccc(Cl)cc1 (stereo not drawn),-10.7%
O=S1(=O)CCN2C(c3ccccc3Cl)=CSC2=N1,1.0%
CCc1ccc2oc(C(=O)NCC(c3ccc(C)o3)N3CCC(C)CC3)cc(=O)c2c1 (stereo not drawn),-22.6%
Cc1cc(C)n(CCC(=O)N2CC[C@@H]3CN(S(C)(=O)=O)[C@@H]3C2)n1,33.5%[activator]

# Part of the list above in order of molar mass, falling.
SMILES,12-LOX inh
COc1ccc2c(C)c(CCC(=O)Nc3ccc(OC)c(OC)c3)c(=O)oc2c1,0.0%
CCN(CC)C(=O)[C@@H]1CCC[C@@H](NC(=O)c2cc(C)n(C)n2)CN(C)C(=O)C1,82.6%[activator][176 µM]
COc1cc(OC)c(OC)cc1/C=C(/C#N)c1nc2ccccc2[nH]1,11.2%

# More records
SMILES,12-LOX inh
CCN1CCN(c2ccc(-c3nc(CCCc4ccccc4)no3)cn2)CC1,2.0%
Cc1ccc(C2CC(=O)N3CN(Cc4ccccc4)CSC3=C2C#N)cc1 (stereo not drawn),5.62µM*
CCN1CCC2(CC1)Oc1c(OC)cccc1C1CC(c3ccc(Cl)cc3)=NN12 (stereo not drawn),-2.6%
Cn1nc(C(=O)NCCc2noc(-c3ccncc3)n2)c2ccccc21,49.1%[activator]
Cc1ccc2[nH]c(C(=O)N3CCC(=O)N(CC4CC4)C(C(C)C)C3)c(C)c2c1 (stereo not drawn),34.0%
CN(CCC(O)c1ccccc1)Cc1cn(-c2ccccc2)nn1 (stereo not drawn),35.1%[activator]
Fc1ccc(CN2CC[C@H](c3nnc(-c4ccccc4F)o3)C2)cc1,36.3%[activator][176 µM]
CCOC(=O)COc1ccc2c(C)c(-c3ccc(OC)c(OC)c3)c(=O)oc2c1,14.8%
O=C(CNc1cccc(S(=O)(=O)N2CCOCC2)c1)N1CCN(C(=O)c2cccs2)CC1,5.7%
C=CCO[C@@H]1CCN2C(=O)[C@@H]3C[C@@H](OCC4CC4)CN3C(=O)[C@@H]2C1,-3.4%[176 µM]
COCCOc1ccc2c(n1)CCN(C(=O)c1cnccn1)C2,76.1%[activator]
Cc1noc(-c2ccc(OC3CN(C(=O)Nc4ccccc4)C3)cc2)n1,14.2%
CC(C)c1nnc(NC(=O)c2nn(C(C)C)c(=O)c3ccccc23)s1,-20.8%
CN(C)C(=O)c1ccccc1NS(=O)(=O)c1ccc(F)cc1,0.1%
O=C(NC1C=CS(=O)(=O)C1)c1ccc2nc(-c3ccc(F)cc3)cn2c1 (stereo not drawn),18.8%
Cn1c(=O)c2c(nc(SCc3ccccc3)n2Cc2ccccc2)n(C)c1=O,-7.2%
O=C(OCC1CCCO1)c1ccc(O)cc1 (stereo not drawn),-6.5%
N#CC1=C(N)OC2=C(C(=O)CCC2)C1c1ccc(-c2ccccc2)cc1 (stereo not drawn),-63.2%

# Source: PubChem BioAssay
